EBI2 block: EBI2 receptor antagonists, beta-arrestin recruitment, primary screen, cell-based, luminescence, 7a,25-OHC stimulation, uHTS; 7a,25-OHC stimulated; inhibition, % at 5 µM; 360,000 compounds, 0.81% hits; AID 651636, 2012; in the data active means inhibition above about 38%;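 further: enzyme fragment complementation signal reports receptor beta-arrestin coupling in cells; 0% = agonist plus DMSO wells and 100% = wells without agonist; some results beyond the cut were filed as inactive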
GRIN3A LBD mod: binders of NR3A ligand-binding domain, primary screen, biophysical, differential scanning fluorimetry, uHTS. Glutamate receptor ionotropic, NMDA 3A (GRIN3A) ligand-binding domain. NR3A LBD differential scanning fluorimetry, Tm shift; 0% = protein alone, 100% = glycine-bound protein. Tm shift relative to glycine control, % at 25 µM. 340,000 compounds, 2.5% hits. AID 1259313, 2017;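 active means melting temperature shift of at least 10% of the positive control shift, at one fixed dose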
Gli-Sufu antag: Gli-Sufu pathway antagonists, primary screen, luciferase luminescence, Sufu-KO-LIGHT cells, uHTS. Sufu-KO-LIGHT fibroblasts, Gli luciferase reporter luminescence. 340,000 compounds, 0.74% hits. inhibition, % at 5 µM;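 active means inhibition above about 55%, limit read from the data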;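 further: 0% = DMSO-treated cells and 100% = wells with medium but no cells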
APOBEC3A inh: APOBEC3A ssDNA deaminase inhibitors, primary screen, selectivity assay for APOBEC3G inhibitor project, biochemical, FAM/TAMRA oligo cleavage fluorescence. 330,000 compounds, 0.41% hits. recombinant A3A, FAM/TAMRA ssDNA deamination fluorescence. inhibition, % at 20 µM;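 active means at least 40% inhibition at 20 µM here, with at most 30% in a related deaminase screen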;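 further: plate controls were A3A with DMSO for no effect and wells lacking A3A enzyme for full effect; some results filed as inactive read as strong as hits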
Target sequence (P31941 whole entry, looked up): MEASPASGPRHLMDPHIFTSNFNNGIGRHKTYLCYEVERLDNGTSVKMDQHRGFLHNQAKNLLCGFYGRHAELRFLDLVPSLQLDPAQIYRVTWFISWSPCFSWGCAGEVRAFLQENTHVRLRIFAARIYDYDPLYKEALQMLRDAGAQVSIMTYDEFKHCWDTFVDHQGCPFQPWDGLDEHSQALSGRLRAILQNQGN
CXCR6 block: CXCR6 receptor inhibitors, primary screen, cell-based, beta-arrestin, luminescence, CHO-K1 PathHunter, 1536-well | C-X-C chemokine receptor type 6 (Homo sapiens), O00574 | inhibition, % at 20 µM | 360,000 compounds, 0.36% hits | AID 602244, 2012; in the data active means inhibition above about 34%, passing the limit was not always enough;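 further: antagonist mode with CXCL16 agonist at 10 nM final; 0% = 10 nM CXCL16 with DMSO and 100% = unstimulated wells without agonist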
Target sequence (O00574 whole entry, looked up): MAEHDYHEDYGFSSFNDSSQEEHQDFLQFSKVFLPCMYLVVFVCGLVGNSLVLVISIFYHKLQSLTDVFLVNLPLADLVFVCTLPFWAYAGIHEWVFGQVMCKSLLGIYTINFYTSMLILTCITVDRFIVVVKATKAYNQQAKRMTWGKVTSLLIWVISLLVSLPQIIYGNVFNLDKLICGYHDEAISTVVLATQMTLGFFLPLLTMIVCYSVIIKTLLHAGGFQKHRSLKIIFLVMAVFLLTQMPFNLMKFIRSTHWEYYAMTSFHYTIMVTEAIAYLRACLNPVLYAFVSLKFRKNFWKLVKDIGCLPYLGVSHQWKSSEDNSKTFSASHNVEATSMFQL
MPTP inh: mitochondrial permeability transition pore inhibitors, primary screen, biochemical, isolated mouse mitochondria, absorbance. Ca2+ swelling absorbance, 30 min. inhibition, % at 10 µM. 360,000 compounds, 1.4% hits. AID 602449, 2012;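 active means inhibition of 50% or more, scaled per plate between neutral and stimulator controls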;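 further: 0% = DMSO wells given calcium and 100% = 1 mM EGTA wells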
CCR6 antagonist: CCR6 receptor antagonists, primary screen, cell-based, CHO-K1, luminescence, beta-arrestin, uHTS; C-C chemokine receptor type 6 (Homo sapiens), P51684; CHO-K1 CCR6 PathHunter beta-arrestin, CCL20-stimulated; inhibition, % at 20 µM; 340,000 compounds, 0.49% hits; AID 493098, 2011;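 active means compounds whose inhibition of the agonist-driven luminescence signal at 20 µM reaches about 50%, limit read from the data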;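 further: cells stimulated with CCL20 at 14 nM final; plate controls were DMSO with CCL20 for no effect and DMSO without agonist for full effect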
A3G deaminase: APOBEC3G DNA deaminase inhibitors, primary screen, biochemical, fluorescence, single-stranded DNA substrate, uHTS; DNA dC->dU-editing enzyme APOBEC-3G (Homo sapiens), Q9HC16; recombinant A3G, ssDNA deamination FAM/TAMRA fluorescence; inhibition, % at 20 µM; 330,000 compounds, 0.28% hits; AID 493012, 2011;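 active means inhibition of at least 40% at 20 µM, with no more than 30% in the related APOBEC3A deaminase screen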;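 further: plate controls were DMSO wells with A3G for no effect and wells lacking A3G enzyme for full effect; some compounds called inactive have numbers as strong as hits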
Target sequence (Q9HC16 whole entry, looked up): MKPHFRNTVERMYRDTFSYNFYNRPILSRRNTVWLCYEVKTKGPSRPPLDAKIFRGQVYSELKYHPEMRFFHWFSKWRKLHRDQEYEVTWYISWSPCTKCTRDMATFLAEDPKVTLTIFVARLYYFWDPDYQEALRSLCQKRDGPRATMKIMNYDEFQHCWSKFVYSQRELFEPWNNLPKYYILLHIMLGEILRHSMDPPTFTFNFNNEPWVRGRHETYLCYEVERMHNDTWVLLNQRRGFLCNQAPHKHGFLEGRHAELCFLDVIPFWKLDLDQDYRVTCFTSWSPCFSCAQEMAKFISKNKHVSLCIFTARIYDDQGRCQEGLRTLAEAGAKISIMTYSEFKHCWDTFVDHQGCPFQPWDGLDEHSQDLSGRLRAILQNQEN
Starred values were filed as active, the others as inactive; x = not tested or not shown.

SMILES	EBI2 block	GRIN3A LBD mod	Gli-Sufu antag	APOBEC3A inh	CXCR6 block	MPTP inh	CCR6 antagonist	A3G deaminase
COc1ccc(/C=N/n2c(-c3cc(C)[nH]n3)n[nH]c2=S)cc1OC	0	0	-1	-1	11	3.2	14	43*
O=C(CNc1cc(S(=O)(=O)N2CCOCC2)ccc1N1CCCC1)N1CCc2ccccc21	0	-1	5	-4	-2	1.0	12	-8
CN1N=C(C(=O)N2CCN(c3ccc([N+](=O)[O-])cc3)CC2)CCC1=O	3	0	-7	-3	-4	-0.9	16	-6
Cc1ccc(C(=O)NNC(=O)c2ccc(NS(=O)(=O)c3cccs3)cc2)s1	7	0	-4	3	0	-0.9	6	-2
Cn1c(SCC#N)nc2ccccc2c1=O	10	0	-4	6	-4	1.3	-1	-1
CC(C)(O)[C@H](O)COc1c2ccoc2cc2oc(=O)ccc12	-14	1	5	-8	-12	-2.4	11	-14
O=C(CN1CCCC1)Nc1c(C(=O)C2CC2)oc2ccccc12	-5	1	1	-5	5	2.4	14	-10
CCC(Sc1nnc(-c2ccco2)n1C)C(=O)Nc1nnc(C)s1 (centres undefined)	0	0	2	3	0	-0.5	5	-4
CCN(CC(=O)NC1CCS(=O)(=O)C1)S(=O)(=O)c1ccc(C)cc1C (centres undefined)	-10	-3	-5	-2	6	-1.5	8	-2
Cc1ccc(C)c(S(=O)(=O)C(C#N)c2nc3ccccc3nc2N2CC(C)OC(C)C2)c1 (centres undefined)	-5	1	13	1	-4	78*	-2	-5
O=C(N/C(=C\c1ccc(Cl)cc1)C(=O)N1CCCCC1)c1ccco1	2	1	4	0	-3	-2.7	4	-3
O=C(O)COCC(=O)N1CCc2c([nH]c3ccccc23)C1C(F)(F)F (centres undefined)	-8	0	4	6	-5	-0.1	3	-2
CCOC(=O)c1nnn(-c2nonc2-n2cccc2)c1CN1CCCCC1	-25	18*	3	-2	12	0.3	24	-5
C=CCc1cc(Cl)ccc1OCCCNCCO	-16	-3	5	-2	-2	-2.7	13	-4
O=C(O)Cc1csc(NC(=O)CSc2cccc(C(=O)O)n2)n1	-4	0	-2	-1	0	0.2	-8	-2
COc1cccc(-c2ccc3ncnc(NCc4cccnc4)c3c2)c1	10	-2	-9	1	-8	0.6	0	-2
O=C(CSc1ccccc1)Nc1ccc(S(=O)(=O)NCC2CCCO2)cc1 (centres undefined)	-3	0	-1	-2	-7	1.1	3	-1
O=C(CC1C(=O)NCCN1Cc1ccc(Cl)c(F)c1)NCC1CCOCC1 (centres undefined)	-2	0	6	-2	-12	0.6	-5	-1
O=C(c1cccs1)N1CCC(C(=O)N2CCN(Cc3ccc4c(c3)OCO4)CC2)CC1	-2	-2	-1	2	-1	1.5	-4	0
CCc1cc2ccccc2nc1Cl	2	-2	-11	2	-7	0.7	6	2
COC(=O)c1nnn(CC(=O)NC(=O)Nc2ccccc2)c1C(=O)OC	2	-2	-2	-2	-2	-0.4	-12	-5
CC(C)=CCN1CCN(Cc2cccnc2)CC1CCO (centres undefined)	-9	-4	3	2	-2	1.4	-12	1
O=C(c1ccc(Cl)c(NC2=NC3CS(=O)(=O)CC3S2)c1)N1CCN(c2ccc(F)cc2)CC1 (centres undefined)	-3	1	-23	-5	-10	-1.3	3	-6
CCOc1ccccc1C1C(C#N)=C(SCC(=O)OC)NC(=O)C1C(=O)OC (centres undefined)	1	2	5	-1	5	3.8	-2	-7
COC(=O)CSc1nnc(CSc2nc(C)cc(C)n2)n1Cc1ccco1	-16	14*	1	-1	-1	0.7	2	-4

The list goes on, overlapping the part above by 4 compounds.
SMILES	EBI2 block	GRIN3A LBD mod	Gli-Sufu antag	APOBEC3A inh	CXCR6 block	MPTP inh	CCR6 antagonist	A3G deaminase
CC(C)=CCN1CCN(Cc2cccnc2)CC1CCO (centres undefined)	-9	-4	3	2	-2	1.4	-12	1
O=C(c1ccc(Cl)c(NC2=NC3CS(=O)(=O)CC3S2)c1)N1CCN(c2ccc(F)cc2)CC1 (centres undefined)	-3	1	-23	-5	-10	-1.3	3	-6
CCOc1ccccc1C1C(C#N)=C(SCC(=O)OC)NC(=O)C1C(=O)OC (centres undefined)	1	2	5	-1	5	3.8	-2	-7
COC(=O)CSc1nnc(CSc2nc(C)cc(C)n2)n1Cc1ccco1	-16	14*	1	-1	-1	0.7	2	-4
Cc1cccn2c(=O)c(/C=C(\C#N)C(=O)NC3CCS(=O)(=O)C3)c(N3CCC(C)CC3)nc12 (centres undefined)	-1	-3	5	0	8	0.4	-9	0
C=CCn1c(SCc2ccc(C(=O)Nc3ccccc3)cc2)nnc1-c1ccccc1	49*	-3	-1	-5	5	0.2	1	-4
Cc1ccc(NC(=O)CN(C)C(=O)c2ccc(OCc3cn4ccccc4n3)cc2)cc1	-2	0	-3	1	-3	0.2	13	-5
Cc1cc(-c2ccccc2)nc2cc(C(N)=O)nn12	0	-3	-2	-3	1	1.9	14	-6
COC(=O)NNC(=O)COc1cc(C)ccc1C	-3	-2	-8	-1	5	-1.4	2	-7
O=C(C1=NN[C@@H]2C(=O)N(c3ccccc3C(F)(F)F)C(=O)[C@H]12)c1ccc2ccccc2n1	-1	-10	-12	-1	2	-1.9	28	-8
COc1ccc(CNC(=O)COC(=O)/C=C/c2cccc(Br)c2)cc1	4	1	16	3	-4	2.8	2	-3
CCN(c1ccccc1)S(=O)(=O)c1nnc(NC(=O)C(C)C)s1	5	3	2	-3	0	0.5	-4	0
CC(=O)Nc1ccc(NC(=O)c2ccc(C)c(S(=O)(=O)Nc3cccc(C)c3)c2)cc1	8	0	20	1	8	0.2	11	-8
COC(=O)c1c(-c2ccc(C)cc2)csc1N	2	2	-3	-4	2	-0.3	17	-5
COc1ccc(C(=O)COC(=O)CN2C(=O)C3C4C=CC(C4)C3C2=O)cc1 (centres undefined)	-3	3	-19	2	7	-0.2	0	-1
c1ccc(-c2nc(-n3nc4ccccc4n3)nc3ccccc23)cc1	-15	-1	8	-5	-14	0.7	-3	-2
O=C(Cc1ccc([N+](=O)[O-])cc1)NC(C(=O)O)C(O)c1cccc([N+](=O)[O-])c1 (centres undefined)	-13	1	-14	-2	-10	-0.5	12	-7
Cc1ccc(C2=NCCn3c2c2ccc(C(F)(F)F)cc2[n+]3[O-])cc1	-9	-3	6	-3	-4	-0.6	2	-7
CCSc1nnc(NC(=O)CSc2nnc(CNC(=O)c3ccc(OC)cc3)o2)s1	-5	0	-9	-1	7	0.4	-7	-3
O=C(c1ccco1)N1CCN(S(=O)(=O)c2cccs2)CC1	-14	0	-3	-1	-2	-1.9	-4	-1
CC(OC(=O)C1COc2ccccc2O1)C(=O)N(C)c1ccccc1 (centres undefined)	9	0	-4	0	3	0.0	4	-5
CCOc1ccccc1OCC(=O)Nc1cccc(S(=O)(=O)NC2=NCCCCC2)c1	-2	-1	1	-7	-11	-0.9	3	-8
N#C/C(C(=O)Oc1ccccc1)=C1/Nc2ccccc2-c2ccccc21	5	-4	12	-3	13	-0.4	8	-4
Cc1ccc(CNC(=O)C2CCC(=O)N(CCc3cccc(F)c3)C2)s1 (centres undefined)	12	0	4	4	10	0.9	20	11
COC(=O)CNC(c1ccccc1Cl)c1cc(Br)ccc1NC(=O)CCN1CCOCC1 (centres undefined)	12	-7	0	1	7	-1.0	1	-5
COc1ccc(C/C(N)=N/OC(=O)C(c2ccccc2)c2ccccc2)cc1OC	10	2	-5	-4	-6	-1.3	-7	-4
O=C(CSc1nnc(SCc2ccccc2)s1)N/N=C/c1ccc(C(=O)O)cc1	-1	2	1	-1	1	1.8	14	-6
CC(OC(=O)c1cc(=O)[nH]c2ccccc12)C(=O)c1ccccc1 (centres undefined)	-12	-3	5	-1	-5	-1.5	15	-3
CCc1ccc(NC(=O)C2CCN(S(=O)(=O)c3c(C)[nH]c(=O)[nH]c3=O)CC2)cc1	-7	7	5	-1	-10	-1.4	4	4

Carrying on.
SMILES	EBI2 block	GRIN3A LBD mod	Gli-Sufu antag	APOBEC3A inh	CXCR6 block	MPTP inh	CCR6 antagonist	A3G deaminase
CC(=O)Nc1ccc(C2=NNC(=NCC3CCCO3)SC2)cc1 (centres undefined)	-8	-6	-10	x	-8	1.0	7	x
O=C(Nc1ccc(O)cc1)c1cc2n(n1)C(C(F)(F)F)CC(c1ccco1)N2 (centres undefined)	-2	-7	7	-3	2	-20	7	-6
Cc1ccc(S(=O)(=O)NCCc2cc3ccc(C)c(C)c3[nH]c2=O)cc1	-1	2	-2	2	1	1.1	10	3
COc1ccc(N2CCN(CC(=O)N3c4ccccc4CC3C)CC2)cc1 (centres undefined)	5	1	-1	-5	7	0.7	9	-8
C=CCN1C(=O)c2ccc(C(=O)N(C)CC(=O)Nc3ccccc3Br)cc2C1=O	-1	4	-3	-5	-11	-1.5	-1	-7
O=C(NCC(c1cccs1)N1CCOCC1)c1ccc([N+](=O)[O-])cc1 (centres undefined)	-4	-1	-2	-3	3	0.3	-2	-3
O=C(COC(=O)Cc1ccc(Cl)c(Cl)c1)NCc1ccco1	3	-1	2	1	-6	0.6	16	-5
COc1ccc([N+](=O)[O-])cc1NC(=O)CSCc1ccccc1	17	-16	6	-1	2	-0.4	24	0
CCCn1c(SCC(=O)c2ccc3c(c2)OCCO3)nnc1C(C)C	-6	2	-12	-1	-13	-1.0	40	-5
CCCN1CCN(CCCNC(=O)c2ccccc2NC(=O)C2=C(C)OCCS2)CC1	2	0	29	-2	0	-0.3	5	1
CC(NC(=O)CCCn1cc([N+](=O)[O-])cn1)c1ccccc1 (centres undefined)	-4	1	-5	-2	-2	-1.7	5	0
O=C(CSc1ccccn1)Nc1ccc(Cl)cn1	-14	-4	-11	1	3	0.1	-2	-6
CN1/C(=C\C(=O)c2cccs2)Sc2ccccc21	-27	1	-33	-2	0	-5.3	8	3
CC(C)c1nc(SCC(=O)NC2CCCC2)c2c(=O)n(C)c(=O)n(C)c2n1	5	1	7	3	4	-1.2	14	1
CC(C)=CCc1c2c(c3occ(-c4ccc(O)c(O)c4)c(=O)c3c1O)C=CC(C)(C)O2	17	27*	33	x	-12	6.9	19	x
CCOC(=O)C1CCN(C(=O)CN(c2cc(Cl)ccc2OC)S(=O)(=O)c2ccccc2)CC1	2	1	5	-4	10	-0.4	22	9
CC(C)c1ccc(N2C(=O)CC(NNC(=O)c3cccnc3)C2=O)cc1 (centres undefined)	2	4	-7	3	-4	6.8	9	4
CC(=O)N1CCc2cc(S(=O)(=O)NCCC(=O)Nc3ccc4c(c3)OCCO4)ccc21	-5	6	-5	4	-6	-0.9	14	5
CC(=O)Nc1ccc(C(=O)NN2C(=O)c3ccccc3C2=O)cc1	-3	-10	-35	0	-5	-0.4	6	-6
O=C(Nc1ccccc1C(=O)N1CCOCC1)C1CC(=O)N(C2CCCC2)C1 (centres undefined)	-8	1	-1	-1	-6	-1.9	-2	-1
Cc1onc(-c2c(Cl)cccc2Cl)c1C(=O)Nc1ccc(Cl)cn1	4	0	2	-3	-3	3.4	-3	-7
COc1cc(OC)c(NC(=O)C2CCCN2C(=O)OCc2ccccc2)cc1Cl (centres undefined)	-4	-4	4	-6	9	-0.6	3	-7
Cc1ccc(CNCc2ccc3c(c2)OCO3)cc1	-7	1	-14	0	-10	1.6	-2	-1
COc1ccc(Nc2nc(C)nc3c2oc2ccccc23)cc1	-5	x	12	0	4	1.3	-2	-2

Assay outcomes (PubChem)
